PMI inhibition = human PMI inhibitors, high substrate, primary screen, biochemical, fluorescence intensity, high mannose 6-phosphate (AID 1220) | Mannose-6-phosphate isomerase (Homo sapiens) | recombinant PMI enzyme, coupled fluorescence intensity; higher % means a stronger effect | hit rate 0.66% among 190,000 | inhibition, % at 20 µM, or IC50 in µM where a hit was titrated
MT stabilize HCS = microtubule stabilizers in HeLa cells, primary screen, imaging, high-content imaging; HeLa tubulin immunostaining HCS, 24 h; share of cells brighter than vehicle mean+2SD; % tubulin-high responders, % at 10 µM; hit rate 0.83% among 200,000;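 active = plate Z-score above 3 for both tubulin-high and condensed-nucleus cell shares, with cell loss under 80%, at 10 µM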;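 note: anti alpha tubulin signal scored within the nucleus-defined area of each cell; some results filed as inactive read as strong as hits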
b-catenin transl = modulators of beta-catenin nuclear translocation, primary screen, imaging, HeLa cells, immunofluorescence, high-content. hit rate 0.3% among 190,000. nuclear translocation activity, % at 5 µM;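 active = nuclear translocation activity above 50% at 5 µM, with a well cell count of 50 or more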;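 note: per-cell ratio of nuclear to cytoplasmic median beta-catenin stain intensity; plate controls were DMSO negative control for no effect and GSK-3 inhibitor IX positive control for full effect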
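System: HeLa cells, endogenous beta-catenin; compound dosing: 5 µM primary single dose, 0.1% DMSO, 0.02–20 µM confirmation series; incubation: 24 h compound exposure at 37°C, 5% CO2; signal: beta-catenin immunofluorescence imaging with DAPI; evaluation: % activation, nuclear-to-cytoplasmic median beta-catenin signal ratio per cell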
Hep lipid drop = inhibitors of hepatocyte lipid droplet formation, primary screen, imaging, high-throughput imaging, BODIPY stain | AML12 mouse hepatocytes, oleate lipid droplets | inhibition, % at 6.5 µM | hit rate 0.4% among 240,000 | AID 1656, 2009;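 active = lipid droplet intensity inhibited by at least 50%, with more than 500 cells counted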
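Technique: fluorescence imaging, 20x objective, two fields per well / Assay system: AML12 hepatocytes (mouse) / Measure: % inhibition of lipid droplet signal / Doses: 6.5 µM single-point dosing / Incubation: overnight exposure / Reagent: 100 µM oleic acid challenge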
human PMI inhibition = inhibitors of human PMI, primary screen, biochemical, fluorescence intensity, coupled assay (AID 1209); Mannose-6-phosphate isomerase (Homo sapiens); purified PMI enzyme, coupled fluorescence intensity; higher % means a stronger effect; inhibition, % at 20 µM, or IC50 in µM where a hit was titrated; hit rate 0.42% among 190,000;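 note: plate controls were DMSO vehicle for no effect and wells lacking substrate for full effect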
Ins promoter up = insulin promoter activators in MIN6 cells, imaging, high-content screening, mouse beta cells; hit rate 0.3% among 190,000; MIN6 insulin promoter-GFP reporter; stronger effect = higher value; z-score at 5 µM;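 active = z-score above 3 at 5 µM with at least 500 cells counted in the well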
TNAP activation fold = human TNAP enzyme activators, primary screen, biochemical, luminescent, no phosphate acceptor, uHTS (AID 1001); Alkaline phosphatase, tissue-nonspecific isozyme (Homo sapiens); purified TNAP, luminescent activation assay, no phosphate acceptor; higher activation fold means a stronger effect; activation fold at 20 µM, or EC50 in µM where a hit was titrated; hit rate 0.03% among 200,000; in the data active = activation fold from about 3, or a potency from the dose series; inactive = the rest, 99 in 100 with activation fold below about 1.6; note: many of its hits are not listed in these tables
Autophagy mod = autophagy modulators in MEF cells, primary screen, imaging, high-content, MEF GFP-LC3. MEF GFP-LC3 puncta imaging; test concentration mostly 10 µM. calls only at 10 µM (by protocol). hit rate 0.98% among 190,000;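 active = percentage of spot-positive cells more than 3 SD above its plate mean, without a fluorescence outlier flag or 80% toxicity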;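 note: spot-positive cell cutoff set from DMSO-treated cells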
T cell HTS = modulators of CD8 T cell-vesicle binding, primary screen, mouse 2C CD8+ T cells, flow cytometry; calls only at 7 µM; hit rate 0.068% among 330,000; 2C CD8+ T cell-vesicle binding; stronger effect = lower value;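 active = response, share of CD8 T cells binding vesicles, and their 90th percentile fluorescence all below set limits, cut at about 80% in these data, passing the limit was not always enough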
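Material: 2C TCR transgenic mouse naive CD8+ T cells, MACS-purified. Also added: QL9-charged Drosophila Ld/ICAM-1/B7-1 vesicles. Timing: binding 1.5 h at 37 °C. Measured by: high-throughput flow cytometry with anti-B7-1 and anti-CD8 staining. Read-out: percent CD8+ FL2 mean versus row control. Controls: Unloaded micro-vesicles (low), QL9 vesicles with 0.7% DMSO (high).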
Ins promoter up cell count = recorded beside Ins promoter up, whose call it bears; cell count; measured here: cytotoxicity, nuclei count;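 total cells summed across four imaged fields per well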
Hep lipid drop cells 6.5 µM = further read-out of Hep lipid drop, marked with its call; cell count; measured here: cell count, cytotoxicity flag;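 cells counted across two imaged fields per well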
b-catenin transl cell count 5 µM = further read-out of b-catenin transl, marked with its call; cell count; measured here: cell count, cytotoxicity flag
T cell HTS vesicle-bound % = second read-out of T cell HTS, no call of its own (marks repeat the call); double positive events, %; measured here: CD8+ vesicle-bound cell fraction;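 binding gate set so that unloaded-vesicle control wells show 10% double positive cells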
MT stabilize HCS Hoechst-high % = also measured in MT stabilize HCS; calls as there; % Hoechst-high responders; measured here: nuclear condensation Hoechst responders;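 share of cells brighter than vehicle mean plus two SD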
MT stabilize HCS cytotoxicity % = second read-out of MT stabilize HCS, no call of its own (marks repeat the call); toxicity, %; measured here: cytotoxicity by cell density;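 0% = mean cell density of plate MIN control wells and 100% = no cells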
Autophagy mod cell loss 18 h = also measured in Autophagy mod; calls as there; toxicity, %; measured here: cell loss, nuclei count;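 cell loss after 18 h compound exposure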
The depositor's hits bear a star; i = inactive; . = no result given. Cut-off read from the data, not from the text of the source, unless noted: active = inhibition above about 50%; inactive = the rest.

Every second line gives: Ins promoter up	b-catenin transl	MT stabilize HCS Hoechst-high %	MT stabilize HCS	T cell HTS vesicle-bound %	Autophagy mod cell loss 18 h	b-catenin transl cell count 5 µM	Hep lipid drop	TNAP activation fold	MT stabilize HCS cytotoxicity %	Hep lipid drop cells 6.5 µM	Ins promoter up cell count	Autophagy mod	T cell HTS	human PMI inhibition	PMI inhibition
> COc1ccc(CC(NC(C)=O)C(=O)NC2CCN(c3c(Cc4ccccc4)c(C)nc4ncnn34)CC2)c(OC)c1 (stereo not given)
  -0.55	-0.6	2.0	2.0	4	2	1548	4	1.1	6.6	736	1642	i	i	.	.
> Cn1c(N)c(C(=O)COC(=O)CCCc2c[nH]c3ccccc23)c(=O)n(C)c1=O
  -1.4	-0.7	1.9	1.6	34	-4	1101	.	1.1	6.5	.	1035	i	i	-7%	1%
> Cc1ccccc1Nc1scc(-c2ccc(Br)cc2)[n+]1-c1ccccc1C
  -1.7	-2.3	2.0	1.8	54	0	1052	0	1	2.5	698	1219	i	i	-12%	-12%
> N#C/C(=C\c1ccccc1C(F)(F)F)C(=O)Nc1ccccc1F
  0.07	-1.2	6.5	2.4	47	-11	1015	2	1.1	11	614	1327	i	i	-11%	3%
> O=C(/C=C/c1cccc(F)c1)N1CCN(c2ncccn2)CC1
  0.23	-0.1	2.7	1.3	28	-14	1059	0	0.7	7.8	699	1136	i	i	12%	11%
> Nc1ncnc2c1ncn2CCNCCc1ccccc1
  -0.49	-1.5	0.1	1.9	59	-1	1094	3	1.1	21	817	1258	i	i	10%	6%
> Cc1ccc(S(=O)(=O)Cn2nnnc2C(CC(C)C)N2CCN(c3ccccc3)CC2)cc1 (stereo not given)
  -4.8	-9.7	1.8	2.1	36	8	593	-20	1.1	8.8	734	743	i	i	7%	17%
> COc1ccccc1Nc1nnc(Cc2ccccc2)c(=O)[nH]1
  .	1.3	1.8	0.7	39	7	1065	20	1.1	5.6	764	.	i	i	-4%	-4%
> O=C(CCc1ccccc1)NC(c1cccs1)c1cc(Cl)c2cccnc2c1O (stereo not given)
  -5.5	-0.5	6.7*	10*	.	24	1019	-4	1.1	35*	707	736	i	.	-7%	11%
> Cc1ccc(N=Nc2c(O)n(CN3CCOCC3)c3ccccc23)cc1
  .	.	1.2	0.4	8	-5	.	.	0.9	7.5	.	.	i	i	2%	13%
> O=C(Nc1ccccc1)N1CCCC1c1cccs1 (stereo not given)
  0.37	0.1	.	.	57	.	1281	-20	.	.	657	1042	.	i	.	.
> CC(=O)c1ccc(Oc2ccc(C(=O)c3ccc(C)c(C)c3)cc2[N+](=O)[O-])cc1
  1.3	-1.5	3.0	3.9	44	1	928	6	1	7.9	701	2193	i	i	4%	-12%
> Cc1cc(NCc2ccccc2)nc(-c2ccccc2O)n1
  -1.2	1.0	4.3	1.6	58	5	1397	.	1.2	9.8	.	1251	i	i	23%	20%
> Cc1ccc(CN2CCN(/N=C/C=C/c3ccccc3[N+](=O)[O-])CC2)cc1
  -4.1	2.7	2.0	3.9	63	17	989	22	1.1	10	738	1024	i	i	10%	17%
> CCOC(=O)CSC1=Nc2ccccc2C2=NC(CC(=O)NCc3ccc(OC)cc3)C(=O)N12 (stereo not given)
  .	1.3	1.5	3.5	16	2	404	-2	1.1	4.7	802	.	i	i	20%	36%
> CCOC(=O)C(NC(=O)OC(C)C)(Nc1nccs1)C(F)(F)F (stereo not given)
  -0.42	.	2.3	3.9	48	-7	.	-10	1.1	2.5	682	1287	i	i	2%	2%
> Cc1ccccc1NC(=O)CSc1nnc(Cc2ccccc2)o1
  0.65	-2.5	1.3	4.6	42	0	1132	9	1.2	0.4	766	1292	i	i	-4%	-10%
> O=C(CCCN1C(=O)c2ccccc2C1=O)Nc1ccccc1
  -0.19	0.3	.	.	58	.	1279	-7	.	.	714	1056	.	i	.	.
> CCOC(=O)Cn1c(C)cc(COC)c(C#N)c1=O
  -0.12	-1.1	1.6	3.4	28	-16	1084	0	1.1	11	738	1504	i	i	6%	1%
> CN1C(=O)C(CC(=O)NCC2CCCCC2)SC1=Nc1ccccc1 (stereo not given)
  -0.04	0.1	.	.	23	-5	980	-11	1.1	.	630	1466	i	i	0%	-11%
> Cc1sc(-n2c(C)ccc2C)c(C#N)c1C
  -0.57	1.3	1.1	2.3	50	14	1158	.	1.1	6.3	.	1195	i	i	6%	8%
> Nc1nnc(CC(=O)N/N=C/c2cccc([N+](=O)[O-])c2)s1
  -0.31	-3.7	2.0	2.2	57	13	1384	.	1	8.9	.	1535	i	i	-18%	-11%
> Cc1ccccc1NC(=S)N1CCN(Cc2ccc3c(c2)OCO3)CC1
  0.04	-0.3	2.4	3.0	23	2	1133	12	1.1	7.7	685	1565	i	i	6%	9%
> Cc1cc(-n2c(C)cc(C(=O)COc3ccc([N+](=O)[O-])cc3)c2C)no1
  -0.79	-3.5	1.2	2.9	20	9	1143	1	1.2	8.8	687	1603	i	i	2%	3%
> Cc1cc(C)c(S(=O)(=O)c2ccccc2)c(Cl)n1
  -0.39	-0.5	1.4	1.5	38	16	1055	-55	1.1	2.5	628	1510	i	i	6%	6%
> Nc1nn(-c2ccccc2)c(N)c1N=Nc1cccc(F)c1
  -1.4	58*	.	.	29	.	521*	-86	.	.	570	713	.	i	.	.
> COc1ccc(CCNC(=O)CNS(=O)(=O)c2ccc(Br)s2)cc1OC
  -0.12	1.4	1.9	2.9	8	2	1359	.	1.1	2.5	.	1688	i	i	-6%	-9%
> O=c1[nH]c2sc3c(c2c(=O)n1Cc1ccccc1)CCC3
  0.44	-8.2	1.5	2.4	24	5	959	.	1.1	5.7	.	1184	i	i	5%	9%
> O=C(Cc1ccc(F)cc1)Nc1cccc(-c2cn3c(n2)SCC3)c1
  0.41	0.1	1.7	3.8	60	4	1086	-9	1	5.1	692	1156	i	i	16%	16%
> COCCNC(=O)c1ccccc1NS(=O)(=O)c1ccc(Br)s1
  -0.07	1.8	1.4	1.3	36	-1	1048	-21	1	5.2	773	791	i	i	11%	6%

(list continues)
Every second line gives: Ins promoter up	b-catenin transl	MT stabilize HCS Hoechst-high %	MT stabilize HCS	T cell HTS vesicle-bound %	Autophagy mod cell loss 18 h	b-catenin transl cell count 5 µM	Hep lipid drop	TNAP activation fold	MT stabilize HCS cytotoxicity %	Hep lipid drop cells 6.5 µM	Ins promoter up cell count	Autophagy mod	T cell HTS	human PMI inhibition	PMI inhibition
> C/C(=N\NC(=O)c1ccc(O)cc1)c1cc2ccccc2o1
  -0.04	2.1	1.7	3.6	45	0	1199	1	1	3.3	657	1345	i	i	-2%	-1%
> COc1cccc(-n2nnc3c(=O)n(CC(=O)Nc4ccccc4C)cnc32)c1
  -0.43	-2.4	1.1	4.2	26	8	1136	17	1.1	6.9	698	1598	i	i	-8%	-11%
> Brc1ccc(NCc2cccc3ccccc23)nc1
  .	0.4	1.9	1.7	51	-6	1003	-4	1.1	10	790	.	i	i	16%	8%
> CCOC(=O)c1coc(CNC(=O)c2c(C)oc3c2CCCC3)c1
  -0.27	-0.5	1.8	3.3	19	4	1003	.	1	12	.	1213	i	i	-10%	-2%
> O=C(CSc1nc(-c2ccccc2)c(-c2ccccc2)[nH]1)NCc1ccco1
  .	.	6.8	28	55	9	.	24	0.9	49	824	.	i	i	-1%	5%
> NC(=O)COc1ccc(/C=N/NS(=O)(=O)c2ccccc2)cc1
  1.5	3.3	1.9	2.4	48	5	1550	-8	1	11	612	1387	i	i	-13%	5%
> Cc1ccccc1OCC(=O)Nc1nnc(-c2ccco2)s1
  -0.1	-1.4	.	.	20	.	1230	-1	.	.	724	1321	.	i	.	.
> O=C(c1ccccc1)c1ccccc1NC(=O)C1CCCN1Cc1ccccc1 (stereo not given)
  -0.2	-0.6	.	.	29	.	1277	-29	.	.	626	1042	.	i	.	.
> Cc1cccc(NC(=S)N(CCN2CCOCC2)Cc2cc3cc4c(cc3[nH]c2=O)OCCO4)c1
  0.08	-1.4	1.7	2.5	34	23	1069	3	1.1	9.7	649	1293	i	i	4%	4%
> CC(SC1=NCCS1)C(=O)Nc1nnc(-c2ccc(Cl)cc2)s1 (stereo not given)
  -0.41	-3.5	3.9	7.2	24	-1	1126	5	1	6.3	577	2027	i	i	3%	3%
> Cc1ccc(S(=O)(=O)N2CCC(C(=O)NCC3CCCO3)CC2)cc1 (stereo not given)
  -0.56	-2.2	1.2	1.3	27	-2	1192	7	1.1	6.7	759	1017	i	i	10%	-1%
> Cc1ccccc1NC(=O)N(C(C)C)C(C)C
  -0.59	0.1	3.0	4.0	17	6	1150	4	1.1	8.5	748	826	i	i	0%	-11%
> CCNC(=O)CN(C1CCCCC1)S(C)(=O)=O
  -0.04	0.0	0.9	1.7	47	-7	925	-15	1.2	1.1	640	1341	i	i	1%	4%
> CCc1nnc(NC(=O)CSc2nnc(CNC(=O)c3ccc(OC)c(OC)c3)o2)s1
  0.97	-0.2	0.9	1.4	27	41	984	4	1.1	4.1	662	1532	i	i	6%	12%
> O=C(C1CC1)N1CCN=C1SCc1ccc(Cl)cc1
  0.08	-3.9	1.7	2.2	37	34	981	.	1.1	11	.	1637	i	i	4%	4%
> Cc1c(N(C)C)nc2ccccc2c1N
  0.1	.	1.0	3.4	36	-2	.	4	1.1	2.3	710	1251	i	i	17%	15%

Compound activity: PubChem, several laboratories
